KOR beta-arrestin-1: kappa opioid receptor blockers – cell-based, luminescence, uHTS (AID 1778). KOR beta-arrestin recruitment, luminescence, antagonist mode; higher % means a stronger effect. one-dose inhibition, % at 10 µM; IC50 in µM for titrated hits. actives 0.091% (n = 290,000); further: strong numbers were not always called active
LYP inhibition: PTPN22 lymphoid phosphatase activity blockers – biochemical, fluorescence intensity, uHTS (AID 1779); recombinant LYP phosphatase, fluorescence intensity; higher % means a stronger effect; inhibition, % at 11.5 µM; hits with a dose series show IC50 in µM; actives 0.054% (n = 290,000);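 further: plate controls were vehicle with enzyme for no effect and no enzyme for full effect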
HEK293 NOD2/NF-kB: NOD2 signaling inhibitors, cell-based, luminescence, uHTS, HEK293 (AID 1566). one-dose inhibition, % at 4 µM; EC50 in µM for titrated hits. HEK293 NOD2/NF-kB luciferase reporter, luminescence; higher % means a stronger effect. actives 0.63% (n = 290,000); further: many of its hits are not listed in these tables
NOD1 inhibition: NOD1 signaling inhibitors, primary screen, cell-based, luminescence, uHTS (AID 1578); NOD1-driven NF-kB luciferase reporter cells, luminescence; higher % means a stronger effect; one-dose inhibition, % at 4 µM; EC50 in µM for titrated hits; actives 1% (n = 290,000); in the data active means inhibition mostly above about 36%, no sharp cut-off; inactive means mostly below about 34%;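 further: HEK-293T reporter cells stimulated with the NOD1 agonist gamma-tri-DAP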
TNAP activators: stimulation of alkaline phosphatase TNAP activity – biochemical, luminescent, no phosphate acceptor, uHTS, primary screen (AID 1001); actives 0.03% (n = 200,000); activation fold at 20 µM, or EC50 in µM where a hit was titrated; purified TNAP, luminescent activation assay, no phosphate acceptor; higher activation fold means a stronger effect; in the data active means activation fold from about 3, or a potency from the dose series; inactive means the rest, 99 in 100 with activation fold below about 1.6; further: many of its hits are not listed in these tables
XIAP displacement: XIAP antagonists, biochemical, IAP family, fluorescence polarization (AID 1018). XIAP BIR domain, fluorescence polarization peptide displacement; higher % means a stronger effect. one-dose displacement, % at 20 µM; IC50 in µM for titrated hits. actives 0.007% (n = 200,000); in the data active means displacement above about 50%; further: a part of the inactive calls stands beside numbers as strong as those of hits
human PMI inhibitors: human PMI inhibitors, high substrate, primary screen, biochemical, fluorescence intensity, high mannose 6-phosphate (AID 1220); recombinant PMI enzyme, coupled fluorescence intensity; higher % means a stronger effect; inhibition, % at 20 µM; hits with a dose series show IC50 in µM; actives 0.66% (n = 190,000)
human PMI inhibition: MPI enzyme activity inhibition – biochemical, fluorescence intensity, coupled assay, primary screen (AID 1209); purified PMI enzyme, coupled fluorescence intensity; higher % means a stronger effect; one-dose inhibition, % at 20 µM; IC50 in µM for titrated hits; actives 0.42% (n = 190,000);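 further: plate controls were DMSO vehicle for no effect and wells lacking substrate for full effect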
KOR beta-arrestin-2: kappa opioid receptor activators – cell-based, luminescence, uHTS, primary screen (AID 1777); KOR beta-arrestin recruitment, luminescence; higher % means a stronger effect; activation, % at 10 µM; hits with a dose series show EC50 in µM; actives 0.02% (n = 280,000); in the data active means activation above about 50%, passing the limit was not always enough; further: a part of the inactive calls stands beside numbers as strong as those of hits
* marks the source's active call; other numbers are inactive results; x = not tested or not shown; [ ] = remark or other dose. Unless noted, no stated cut-off is given here; in the data, active means inhibition above about 50%; inactive means the rest.

SMILES	KOR beta-arrestin-1	LYP inhibition	HEK293 NOD2/NF-kB	NOD1 inhibition	TNAP activators	XIAP displacement	human PMI inhibitors	human PMI inhibition	KOR beta-arrestin-2
NC(=NC(=O)c1ccc(Cl)cc1)N1N=CCC1c1ccccc1 (stereo not given)	-16.3%	1.0%	-61.3%	-5.9%	1	-1.2%	3.0%	2.4%	-4.8%
O=C(Nn1cnc2ccccc2c1=O)c1ccc(Br)cc1	-33.4%	-5.5%	-5.6%	-3.5%	x	x	x	x	4.3%
COc1ccc(CNC(=O)c2cc(=O)c3ccc(C)c(C)c3o2)cc1	4.9%	-1.8%	3.4%	-7.7%	x	x	x	x	2.5%
Cc1ccc(C(=O)CNc2ccc(C)cc2C)cc1	-44.0%[20 µM]	-4.7%	5.0%	-31.8%	x	x	x	x	-5.2%
COc1cccc(CNC(=O)CC(NC(C)=O)c2ccccc2)c1 (stereo not given)	17.2%	-4.5%	2.2%	-22.6%	1.2	-1.4%	1.0%	-2.4%	-1.1%
Fc1ccc(-c2n[nH]c(=S)n2/N=C/c2c[nH]c3ccccc23)cc1	32.9%	0.4%	9.2%	5.0%	1.5	-22.6%	4.9%	12.6%	1.5%
COc1ccc([N+](=O)[O-])cc1NS(=O)(=O)c1ccc(C)cc1	15.1%	-2.6%	18.3%	2.9%	x	x	x	x	5.9%
CCOc1ccc(NC(=O)CSc2nnc(-c3ccoc3C)n2CC2CCCO2)cc1 (stereo not given)	-2.5%	-0.6%	5.9%	-18.3%	1.1	-3.3%	-1.1%	-4.6%	-1.6%
CCOC(=O)c1c(N)nn(C(=O)C(C)(C)C)c1-c1ccccc1	28.5%	-10.4%	14.6%	-14.1%	1.1	-3.0%	-1.6%	1.7%	1.1%
COc1ccc2c(=O)c(-c3ccc(OC)c(OC)c3)coc2c1	-2.7%	0.3%	-56.5%	-14.8%	1	-4.7%	3.7%	1.9%	6.7%
O=C(CSc1c(Cl)cccc1Cl)N1CCC(c2nc3ccccc3s2)CC1	-5.0%	2.2%	29.4%	45.2%	1.1	-3.1%	14.2%	13.2%	-2.7%
CN(C)S(=O)(=O)c1ccc(C(=O)OCC(=O)NC(=O)NCc2ccccc2)cc1	-15.5%	-7.3%	-1.5%	-3.4%	1.1	-1.4%	-9.1%	-10.8%	4.6%
COc1ccc(CNC(=O)C2CCN(S(C)(=O)=O)CC2)cc1	2.8%	3.2%	5.8%	-22.7%	1	-6.2%	-15.2%	-7.4%	5.5%
COc1ccc(C(CCNC(C)c2ccccc2)C(C)C)cc1 (stereo not given)	-0.4%	-4.2%	-2.7%	-4.4%	x	x	x	x	1.5%
O=C(CCNC(=O)c1ccc([N+](=O)[O-])cc1)Nc1ccc(N2CCOCC2)cc1N1CCOCC1	-5.6%	-2.9%	16.7%	-13.5%	1.1	-6.0%	6.9%	-3.9%	-1.4%
CCOc1ncccc1C(=O)N1CCCSC1=Nc1ccc(C(C)=O)cc1	-11.0%	-2.6%	1.1%	17.2%	1	-11.2%	5.5%	-0.1%	9.0%
CN(c1ccccc1C(=O)Nc1ccc2c(c1)n(C)c(=O)n2C)S(C)(=O)=O	-48.8%[20 µM]	-5.5%	3.7%	-25.8%	x	x	x	x	2.4%
O=C(Nc1c2c(nn1-c1ccc(Cl)cc1)CS(=O)(=O)C2)c1ccc2c(c1)OCO2	-8.7%	-5.4%	-8.2%	-26.8%	1	0.1%	0.9%	5.6%	-0.1%
O=C(Nc1ccccn1)NC1CCS(=O)(=O)C1 (stereo not given)	4.6%	1.1%	-8.3%	3.0%	1.1	-2.4%	-0.5%	-1.5%	-3.7%
N#Cc1ccc(Cl)cc1NC(=O)COC(=O)c1ccc(S(=O)(=O)N2CCCC2)cc1	15.8%	-6.5%	1.4%	-9.7%	1.1	-4.2%	-3.9%	-2.8%	-2.6%
CCCCOc1ccc(N(CC(=O)NCC2CCCO2)C(=O)CCC(=O)Nc2nccs2)cc1 (stereo not given)	11.3%[20 µM]	-7.6%	12.5%	-8.1%	1	-4.1%	5.6%	8.7%	-7.4%
O=C(N/N=C\C=C\c1ccc2c(c1)OCO2)c1ccc(F)cc1	-19.8%	-3.0%	-9.0%	-25.5%	1.1	-3.7%	-7.5%	-6.8%	-2.0%
CCCn1c(C)cc(C(=O)COc2ncnc3sccc23)c1C	-2.2%	-4.1%	-69.8%	-73.4%	1.1	-3.2%	-3.8%	-14.7%	2.8%
CCN1CCCC1CNc1ccc(S(C)(=O)=O)cc1[N+](=O)[O-] (stereo not given)	3.0%	-3.4%	7.7%	-16.6%	x	x	x	x	-3.8%
Fc1cccc(NC(=S)N2CCn3cccc3C2c2cccnc2)c1 (stereo not given)	-16.2%	-2.8%	8.2%	-26.5%	1.1	0.2%	18.4%	7.4%	-1.9%
CC1=CC(C)(C)NC(=S)N1c1ccccc1	-18.3%	-7.6%	2.7%	13.0%	1.1	-6.2%	1.8%	2.7%	-8.1%
C/C(=N/OCO/N=C(\C)c1ccc(F)cc1F)c1ccc(F)cc1F	25.5%	-7.0%	-3.5%	0.7%	1.1	-0.6%	-15.6%	-0.8%	0.4%
Cc1ccc(-c2ccccc2[C@@H]2C[C@H]3CN(C)C(=O)[C@]34CCCN24)o1	0.6%[20 µM]	-4.3%	5.0%	-21.9%	1	-4.9%	13.8%	1.2%	x
COc1ccccc1NC(=S)NNC(=O)c1cc(C)n(C)n1	33.2%	-14.3%	2.7%	-8.7%	1.8	-2.4%	7.7%	11.3%	-5.4%
OCCN1CCN(CC(O)COCc2ccc3c(c2)OCO3)CC1 (stereo not given)	-14.7%	-6.3%	-11.9%	-38.5%	1.1	-5.9%	-31.2%	-29.4%	2.5%
O=C(c1ccccc1)C1CCN(C(=O)c2c(F)cccc2F)CC1	-6.7%	4.4%	-21.7%	-11.8%	x	x	x	x	0.6%
O=C(CSc1nnc(-c2ccccc2)o1)N1CCOCC1	-18.3%	0.8%	-12.1%	-14.6%	1.1	-2.1%	-2.5%	-10.4%	-11.2%
CN(C(=O)c1cc(COc2ccc(F)c(F)c2)on1)C1CCOC1 (stereo not given)	-9.2%	-9.5%	-3.0%	-36.3%	x	x	x	x	-0.7%
O=C(CCCN1C(=O)C(c2ccccc2)Oc2cccnc21)NCCc1ccc(Cl)cc1 (stereo not given)	12.0%	-3.8%	14.1%	2.7%	x	x	x	x	4.7%
CCOC(=O)N1CCN(S(=O)(=O)c2ccc(F)c(C(=O)Nc3cccc(C)c3C)c2)CC1	-16.3%	-0.7%	15.2%	53.2%	0.9	-2.2%	18.5%	-0.7%	5.1%
COC(=O)c1ccc(NC(=O)c2cc(-c3ccccn3)nc3ccccc23)cc1	-11.7%[20 µM]	-5.0%	26.8%	-8.7%	0.9	-6.5%	-1.3%	5.0%	34.8%
CCNS(=O)(=O)c1cccc(C(=O)c2c(C)cc3ccccn23)c1	18.3%	-4.2%	14.3%	-17.9%	1.1	-2.1%	1.7%	4.2%	7.0%
O=C(NCCN1CCOCC1)c1ccc2c(c1)N(Cc1ccc(F)cc1)C(=O)c1ccccc1S2(=O)=O	-48.6%	-6.8%	-8.5%	-21.4%	x	x	x	x	-4.0%
CCn1c(SCC(=O)Nc2ccc(C)cc2)nc2sc3c(c2c1=O)CCN(C)C3	9.0%	-6.7%	31.2%	-8.9%	x	x	x	x	-0.3%
Cc1ccc(Nc2nc(N)nc(CN3CCc4ccccc4C3)n2)cc1	41.5%	2.0%	-11.7%	-30.9%	1	-4.1%	9.0%	12.7%	-0.5%
CCCNC(=S)Nc1ccc(Nc2ccccc2)cc1	20.3%	-7.9%	5.7%	-13.7%	1	-1.5%	9.2%	1.5%	1.1%
COc1ccc(Cl)cc1S(=O)(=O)Nc1ccc(Cl)cn1	-26.2%	-3.6%	22.6%	4.9%	x	x	x	x	0.1%
Cc1nc(=O)c(-c2ccccc2)c(C)n1-c1cccc(/C=C/C(=O)O)c1	-12.7%	-6.9%	-8.5%	-5.4%	x	x	x	x	2.7%
O=C(CCC(=O)Nc1ccc(Br)cc1)N/N=C/c1ccccc1F	-8.5%	-8.8%	19.4%	2.8%	x	x	x	x	-4.5%
Cc1ccc(N2C(=O)Nc3ccccc3C2(O)C(=O)N2CCN(c3ccccn3)CC2)cc1C (stereo not given)	9.9%	2.6%	-10.4%	-36.9%	1.1	-3.6%	-0.8%	-3.2%	-4.9%
COCCNC(=O)Cn1nc(-c2ccccc2)c2ccccc2c1=O	26.5%	-6.4%	5.9%	-15.1%	x	x	x	x	-4.9%
N#Cc1ccc(COC(=O)c2cccnc2Cl)cc1	4.7%	-3.2%	10.2%	7.1%	x	x	x	x	-4.3%
Cn1c(SCC(=O)N/N=C/c2ccncc2)nc2ccccc21	-21.2%	-8.9%	-19.5%	4.4%	x	x	x	x	7.5%
O=C(NCc1cccs1)C1CC(c2ccccc2O)=NO1 (stereo not given)	-15.5%	-4.4%	-12.9%	0.9%	1.1	x	14.3%	9.4%	0.6%

Arranged by length of the SMILES (rising): 10 of the compounds above
SMILES	KOR beta-arrestin-1	LYP inhibition	HEK293 NOD2/NF-kB	NOD1 inhibition	TNAP activators	XIAP displacement	human PMI inhibitors	human PMI inhibition	KOR beta-arrestin-2
CCCNC(=S)Nc1ccc(Nc2ccccc2)cc1	20.3%	-7.9%	5.7%	-13.7%	1	-1.5%	9.2%	1.5%	1.1%
N#Cc1ccc(COC(=O)c2cccnc2Cl)cc1	4.7%	-3.2%	10.2%	7.1%	x	x	x	x	-4.3%
O=C(NCc1cccs1)C1CC(c2ccccc2O)=NO1 (stereo not given)	-15.5%	-4.4%	-12.9%	0.9%	1.1	x	14.3%	9.4%	0.6%
COc1ccc(Cl)cc1S(=O)(=O)Nc1ccc(Cl)cn1	-26.2%	-3.6%	22.6%	4.9%	x	x	x	x	0.1%
Cn1c(SCC(=O)N/N=C/c2ccncc2)nc2ccccc21	-21.2%	-8.9%	-19.5%	4.4%	x	x	x	x	7.5%
Cc1ccc(Nc2nc(N)nc(CN3CCc4ccccc4C3)n2)cc1	41.5%	2.0%	-11.7%	-30.9%	1	-4.1%	9.0%	12.7%	-0.5%
CCNS(=O)(=O)c1cccc(C(=O)c2c(C)cc3ccccn23)c1	18.3%	-4.2%	14.3%	-17.9%	1.1	-2.1%	1.7%	4.2%	7.0%
CCn1c(SCC(=O)Nc2ccc(C)cc2)nc2sc3c(c2c1=O)CCN(C)C3	9.0%	-6.7%	31.2%	-8.9%	x	x	x	x	-0.3%
Cc1ccc(N2C(=O)Nc3ccccc3C2(O)C(=O)N2CCN(c3ccccn3)CC2)cc1C (stereo not given)	9.9%	2.6%	-10.4%	-36.9%	1.1	-3.6%	-0.8%	-3.2%	-4.9%
O=C(NCCN1CCOCC1)c1ccc2c(c1)N(Cc1ccc(F)cc1)C(=O)c1ccccc1S2(=O)=O	-48.6%	-6.8%	-8.5%	-21.4%	x	x	x	x	-4.0%

These rows are one share of the data, so the mix of outcomes need not match the whole.
